PKA-R1A activ: activators of PKA-R1A complex; P00514+P68181; activation, % at 11.4 µM; 0.083% of 340,000 active; PKA-R1A dissociation, Cy5-IP20 fluorescence polarization; scaled: DMSO 0%, 113 µM cGMP 100%;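 active means percent activation above the mean of all tested compounds plus 3 SD, cut at about 19% in these data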;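 further: higher means more PKAc released from R1A so a rise in polarization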
PKA-R2B act: PKA-R2B complex activation; 0.079% of 340,000 active; PKA-R2B holoenzyme dissociation, Cy5-IP20 fluorescence polarization; R2B truncated from residue 108, S112A mutant; 0% DMSO only, 100% 113 µM cGMP; activation, % at 11.4 µM; P22694+P31323; AID 504700;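 active means activation above a cutoff set at the mean over all compounds plus 3 SD, cut at about 18% in these data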;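 further: higher means more holoenzyme dissociation and a rise in polarization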
Target sequence (P31323 whole entry, looked up, other chains not shown, the tested form may be a part): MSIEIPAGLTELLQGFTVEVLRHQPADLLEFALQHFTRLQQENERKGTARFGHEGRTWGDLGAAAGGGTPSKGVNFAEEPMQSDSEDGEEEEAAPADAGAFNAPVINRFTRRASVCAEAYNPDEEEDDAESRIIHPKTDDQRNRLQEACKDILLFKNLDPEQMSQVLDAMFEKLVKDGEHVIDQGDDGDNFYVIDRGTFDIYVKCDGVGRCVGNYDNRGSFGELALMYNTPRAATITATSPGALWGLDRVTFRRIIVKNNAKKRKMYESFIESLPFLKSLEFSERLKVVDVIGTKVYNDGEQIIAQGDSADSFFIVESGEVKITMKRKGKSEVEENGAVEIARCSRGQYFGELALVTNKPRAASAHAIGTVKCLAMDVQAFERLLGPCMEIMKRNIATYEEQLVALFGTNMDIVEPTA
Tat transport: E. coli Tat transport inhibition; inhibition, % at 10 µM; 0.036% of 340,000 active; E. coli MC4100 TorA-mCherry Tat export, fluorescence;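 active means mean replicate inhibition at least 50% and at least half of replicates individually reaching 50%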;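 further: exported cargo escapes ClpAP degradation while cytoplasmic cargo is degraded and loses fluorescence; 0% = median of neutral control wells and 100% = median of NaSCN control wells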
HTR5A inv ag: counter-screen for OPRM1-OPRD1 inverse agonists: human HTR5A inverse agonism | P47898 | HTR5A cell line, luminescence | inhibition, % at 9.3 µM | 0.083% of 340,000 active; in the data active means inhibition mostly above about 23%, no sharp cut-off; inactive means mostly below about 18%;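 further: 0% = cells with DMSO and 100% = no-cell wells with DMSO; some compounds called inactive have numbers as strong as hits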
Target sequence (P47898 whole entry, looked up): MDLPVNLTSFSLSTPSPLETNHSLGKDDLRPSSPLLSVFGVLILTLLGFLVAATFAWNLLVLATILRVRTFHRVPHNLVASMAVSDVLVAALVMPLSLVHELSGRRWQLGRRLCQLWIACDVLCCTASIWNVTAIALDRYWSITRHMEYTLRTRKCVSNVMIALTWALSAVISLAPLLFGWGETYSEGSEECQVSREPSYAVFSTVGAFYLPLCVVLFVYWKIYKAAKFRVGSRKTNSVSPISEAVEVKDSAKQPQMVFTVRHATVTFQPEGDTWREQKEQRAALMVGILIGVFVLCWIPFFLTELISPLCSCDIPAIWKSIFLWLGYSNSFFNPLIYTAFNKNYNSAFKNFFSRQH
MOR-DOR inv ag: inverse agonists of human mu-delta opioid receptor heterodimerization. cell-based MOR-DOR heterodimer luminescence, inverse agonism. 0.21% of 340,000 active. P35372+P41143. inhibition, % at 9.3 µM. AID 504357; in the data active means inhibition above about 22%, passing the limit was not always enough;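 further: 0% = cells with DMSO and 100% = wells without cells with DMSO; values of inactives mirror those of a sister screen read the other way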
OPRM1-OPRD1 ag: agonists of human mu-delta opioid receptor heterodimerization; cells, OPRM1-OPRD1 heterodimerization, luminescence; AID 504326; activation, % at 9.3 µM; P35372+P41143; 0.3% of 340,000 active; in the data active means activation above about 18%;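 further: 0% = vehicle-treated cells and 100% = reference agonist; values of inactives mirror those of a sister screen read the other way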
phage Ecoli inh: E. coli growth loss with phage present; growth absorbance; inhibition, % at 11.9 µM; 0.26% of 360,000 active; AID 651602; in the data active means inhibition above about 11%
PfHsp90 yeast 2: reduces growth (ATP signal) of yeast expressing P. falciparum Hsp90 | S. cerevisiae expressing PfHsp90, BacTiter-Glo ATP, 48 h; yeast lacking PDR1 and PDR3 efflux regulators | inhibition, % at 9.4 µM | 0.32% of 310,000 active;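 active means every replicate shows inhibition above about 80%, whatever the replicate mean, limit read from the data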;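 further: 0% = DMSO neutral controls and 100% = 20 µM radicicol positive controls; yeast relying on Plasmodium falciparum Hsp90 in place of its own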
E coli growth: counter-screen for AddAB inhibitors: E. coli growth inhibition | E. coli V3065 growth, OD600 absorbance, 18 h | inhibition, % at 11.9 µM | 0.27% of 330,000 active | AID 449728;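 active means inhibition above the campaign's mean inhibition across all tested compounds plus 3 SD, cut at about 9.9% in these data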;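 further: uninfected addAB+ strain grown without phage in ampicillin broth; 0% = DMSO wells and 100% = ciprofloxacin 0.95 µg/ml wells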
AddAB inh: less growth of phage-infected E. coli with AddAB; E. coli expressing H. pylori AddAB, absorbance growth; inhibition, % at 11.9 µM; 0.29% of 330,000 active; AID 435030; in the data active means inhibition above about 12%;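 further: 0% = vehicle wells of infected cells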
SUMO Mot1 rescue: inhibitors of SUMOylation pathway: yeast Mot1-301 growth rescue. AID 2716. 1% of 320,000 active. S. cerevisiae Mot1-301 growth rescue, ATP luminescence, 38.5C; percent above DMSO median, 100 means doubled. growth rescue, % at 18.8 µM;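 active means every valid replicate shows activation above 250% relative to neutral control wells; inactive means the rest, any valid replicate at or below 250%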;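 further: OY570 slx delta 5 strain wells were the positive control but not used for scaling; some compounds called inactive have numbers as strong as hits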
Active calls of the source: *; nt = no result given.

SMILES	PKA-R1A activ	PKA-R2B act	Tat transport	HTR5A inv ag	MOR-DOR inv ag	OPRM1-OPRD1 ag	phage Ecoli inh	PfHsp90 yeast 2	E coli growth	AddAB inh	SUMO Mot1 rescue
CCN(CC)C(=O)Cn1c(=O)n(-c2ccccc2)c(=O)c2sccc21	6	7	-4	-18	16	-2.9	4.1	-8	0.8	2.6	-5
CCN(CCn1cccn1)C(=O)c1cccc(OC2CCN(S(C)(=O)=O)CC2)c1	11	13	-2	-14	10	-2.0	-0.1	1	2.5	0.4	148
Cc1ccccc1-n1c(SCc2cccc(F)c2)nc2[nH]ncc2c1=O	-10	-1	6	-48	-4	0.6	2.7	9	3.2	3.5	7
CNC(=S)NNC(=O)COc1ccc(C)c(C)c1	-11	-2	-6	7	-11	1.6	3.7	13	1.1	2.3	6
Cc1csc(NC(=O)/C=C/c2ccc(C)o2)n1	-4	-8	-8	15	15	-2.6	1.9	-22	-1.1	2.0	3
Cc1ccc(C(=O)Nc2ccc(N3CCN(C(=O)c4ccco4)CC3)cc2)cc1	-14	-8	3	-2	11	-2.1	0.1	-36	0.5	0.6	-1
NC(=O)Cn1nc([N+](=O)[O-])nc1Oc1ccccc1F	4	3	2	-29	-1	0.1	1.2	-8	1.9	1.5	10
O=S(=O)(NC1CC1)c1ccc(Cl)cc1	8	-2	8	2	12	-2.4	2.5	-7	1.2	2.1	609
COc1ccc(-c2nc(C)ncc2N=Nc2ccccc2)cc1	-7	-9	1	-11	8	-1.9	3.5	-18	-0.3	0.3	-4
Cc1c(Br)cc(C(=O)N2CCCC2)c(C)c1C	-5	1	2	-10	8	-1.3	3.4	-9	-1.0	0.8	4
Cc1cc(=O)c(C(=O)c2ccccc2)c(C)o1	-10	-5	0	-11	15	-2.7	-1.5	-18	-1.7	5.8	-13
CCN1CCN(C(=O)NC2CCCCC2)CC1	-13	-6	2	-6	8	-1.7	-2.3	4	-1.0	1.9	1
CC(=O)NS(=O)(=O)c1ccc(NC(=O)c2ccc3c(c2)C(=O)N(CCC(C)C)C3=O)cc1	-1	1	8	-15	4	-0.8	2.1	0	0.7	2.7	10
O=C(CCc1nc2ccccc2s1)NC1CCOC1=O (stereo not given)	-2	-5	-2	7	1	-0.2	-1.5	5	0.8	0.0	-17
CN(C(=O)c1cccc(NC(=O)Cc2ccc(NC(=O)C3CCN(C(=O)C4CC4)CC3)cc2)c1)C1CCC1	0	8	-3	17	-2	0.4	1.1	14	nt	nt	nt
COC(=O)[C@H](CCSC)NC(=O)Cn1ccc(N)nc1=O	-5	6	-6	4	22	-4.8	1.4	-12	1.0	1.4	14
Cc1cc(C)cc(NC(=S)NCc2cccn2C)c1	-11	0	-9	6	-3	0.6	nt	10	0.6	2.8	53
C=CCC1(CC=C)CCCN1C(=O)C1CCC(=O)N(CCc2ccc(OC)cc2)C1 (stereo not given)	3	-7	6	-3	-2	0.5	0.1	-29	2.6	0.0	-18
CS(=O)(=O)c1cccc(C(=O)Oc2ccccc2)c1	-1	-7	0	-15	3	-0.5	0.9	4	-2.4	-0.4	210
COc1ccc(S(=O)(=O)N2CCOCC2)cc1NC(=O)COc1ccc(C)cc1	4	-7	2	-5	6	-1.2	0.1	nt	1.1	0.9	-6

2 records drawn at random from the list so far, as already listed:
SMILES	PKA-R1A activ	PKA-R2B act	Tat transport	HTR5A inv ag	MOR-DOR inv ag	OPRM1-OPRD1 ag	phage Ecoli inh	PfHsp90 yeast 2	E coli growth	AddAB inh	SUMO Mot1 rescue
C=CCC1(CC=C)CCCN1C(=O)C1CCC(=O)N(CCc2ccc(OC)cc2)C1 (stereo not given)	3	-7	6	-3	-2	0.5	0.1	-29	2.6	0.0	-18
CN(C(=O)c1cccc(NC(=O)Cc2ccc(NC(=O)C3CCN(C(=O)C4CC4)CC3)cc2)c1)C1CCC1	0	8	-3	17	-2	0.4	1.1	14	nt	nt	nt

Continued:
SMILES	PKA-R1A activ	PKA-R2B act	Tat transport	HTR5A inv ag	MOR-DOR inv ag	OPRM1-OPRD1 ag	phage Ecoli inh	PfHsp90 yeast 2	E coli growth	AddAB inh	SUMO Mot1 rescue
O=C(NCCC1=CCCCC1)c1c(O)nc2ccccn2c1=O	-3	-2	4	0	-42	8.5	0.2	-22	0.3	2.1	4
Nc1c(Cl)cc2c(c1Br)Cc1ccccc1-2	-2	-8	9	14	12	-2.5	1.3	-4	nt	nt	nt
COC(=O)c1ccc(COc2ccccc2[N+](=O)[O-])o1	-13	-8	-3	15	1	-0.2	1.9	-9	-1.1	0.5	16
CCOc1ccc(/C=N/n2c(SC)nnc(C(C)(C)C)c2=O)cc1	-10	3	0	12	-3	0.7	2.5	-30	-1.9	3.1	5
COc1ccc(NS(=O)(=O)c2ccc(O)c([N+](=O)[O-])c2)cc1S(=O)(=O)N1CCCCC1	-1	-4	-5	-2	20	-3.8	0.9	-3	-1.6	-0.8	2
CC(C)(C)NC(=O)CN(C(=O)c1csnn1)c1ccccc1-c1ccccc1	3	-8	-1	6	17	-3.5	5.7	14	0.8	-1.5	-19
O=C(Nc1nonc1-c1ccc(Cl)cc1)c1ccccc1	2	-2	-7	-11	-16	3.1	1.5	3	-2.9	-3.1	168
Cc1cc(C)c(C(=O)N2CCCC(N3CCN(c4ccc(F)cc4)CC3)C2)o1 (stereo not given)	-3	-1	2	-8	1	-0.2	3.4	6	0.1	0.6	-3
O=C(c1cccc(Cl)c1Cl)N1CCN(c2ccccn2)CC1	-6	-13	7	9	5	-1.0	0.9	-2	-2.3	0.7	-14
COCCn1nnnc1CN1CCC(NC(=O)c2ccc(Br)cc2)CC1	-6	-1	-9	-42	13	-2.3	0.9	-12	1.5	1.9	101
CC(=O)C1=C(O)C(=O)N(CC(=O)O)C1c1ccccc1Cl (stereo not given)	-13	3	1	13	15	-3.0	nt	16	1.4	6.8	123
Cc1nc(N2CCC(C)CC2)c(C#N)c(C)c1[N+](=O)[O-]	0	-2	-4	-8	-24	5.0	4.4	nt	0.7	-1.4	-21
COc1ccccc1-c1cc(C(=O)N/N=C\c2cnn(C)c2C)c2ccccc2n1	-1	8	0	5	14	-2.7	3.1	17	-1.6	-0.5	-2
O=C(CNc1cc(S(=O)(=O)N2CCOCC2)ccc1N1CCCC1)N1CCc2ccccc21	1	3	-2	-3	-18	3.8	2.9	12	-1.8	0.2	1
CCN(C(=O)CSc1nc2c(cnn2-c2ccccc2)c(=O)[nH]1)C1CCS(=O)(=O)C1 (stereo not given)	-12	-2	-5	10	14	-2.8	3.0	18	1.0	0.2	-15
CCN(CC)c1ncnc2c1cnn2Cc1ccc(C)cc1	-15	-1	6	6	6	-1.4	1.8	-16	-1.7	-0.5	9
O=C1CC(c2cccc(Br)c2)c2cc3c(cc2N1)CCC3 (stereo not given)	-3	3	10	6	-42	7.1	3.2	-75	3.0	0.3	106
COc1ccc2[nH]c(C)c(C(=O)CN3CC(C)OC(C)C3)c2c1 (stereo not given)	0	-2	1	5	-4	0.6	3.5	3	-1.9	0.3	-6
COc1ccc(NC(=O)COc2ccc(C)nc2[N+](=O)[O-])cc1S(N)(=O)=O	1	3	-5	5	14	-3.7	7.4	1	12*	15*	-2
CC(C)Oc1ccc(C(=O)Nc2c3c(nn2-c2ccccc2)CS(=O)(=O)C3)cc1	9	2	1	-27	-8	1.5	2.3	-5	-0.2	-0.4	-1
CCCN1CCN(CCCNC(=S)Nc2ccc(OC)cc2)CC1	-4	-8	1	-3	6	-1.4	4.2	-17	0.3	4.2	5
CN(C)CCCNS(=O)(=O)c1ccc(-n2nnc3ccccc32)c([N+](=O)[O-])c1	2	0	3	-3	-4	0.8	1.4	9	-0.6	1.7	-20
O=Cc1c(Cl)nc2ccccn12	-9	-2	-5	-12	15	-2.6	3.4	-8	0.5	3.1	2
O=C(O)c1cc(N/N=C/c2cccc3ccccc23)ccc1Cl	0	-3	4	2	-3	0.4	1.4	12	-0.3	0.0	-6
CCCCCCN=C1CC(C)(C)CC(=O)/C1=C(/O)CCC	0	-5	9	2	-29	5.8	-0.7	-21	2.3	1.5	3
COc1ccc(C(=O)NCC(=O)N/N=C/c2cccnc2)cc1OC	-13	-3	-4	-4	6	-1.1	2.1	-5	3.4	5.7	5
COc1ccc(N2CCN(C(CNC(=O)C(=O)NCC(OC)OC)c3ccco3)CC2)cc1 (stereo not given)	-4	-4	-8	-5	15	-2.9	-0.5	18	-1.1	-5.8	4
Cn1nc(C(F)(F)F)c(CNC(=O)C(C)(C)CCl)c1N1CCOCC1	-9	-6	-8	11	10	-2.1	-1.1	nt	-2.0	0.6	-10
CC(=O)Nc1c(O)c2cccc3c2n(c1=O)CCC3	3	0	-13	2	4	-0.7	2.3	1	-0.5	4.5	-3
CCCCOC(C)n1cc(F)c(=O)[nH]c1=O (stereo not given)	-1	-2	-1	-3	12	-2.3	2.2	2	-0.8	-2.6	-3
CCCc1cc(=O)[nH]c(SCC(=O)N2CCN(S(=O)(=O)c3ccccc3)CC2)n1	-6	-2	-1	1	5	-0.7	2.3	-8	0.3	2.4	-2
CC(C)(C)OC(=O)C[C@@H]1C/C=C\C[C@@H](CC(=O)N[C@@H](CO)Cc2ccccc2)C(=O)NCCOC1=O	2	-2	-7	-9	18	-3.9	1.2	-8	-2.9	0.7	-1
Cn1c2ccccc2c2nnc(SCC(=O)NC3CC3)nc21	-6	-3	-4	-4	-4	0.5	-0.3	15	-0.1	4.7	-28
Cc1cc(Br)ccc1S(=O)(=O)NCc1ccccc1	-7	1	5	7	-25	4.5	1.8	-6	0.1	0.0	54
CCN1CCN(C(c2cccs2)C(C)NC(=O)c2cccnc2)CC1 (stereo not given)	-5	3	-14	-17	-1	0.2	-0.1	1	1.3	1.4	-3
COc1cc(NC(=S)NC(=O)c2ccc(C)cc2C)ccc1NC(=O)c1cccs1	-13	-18	-5	14	6	-1.1	1.9	-11	2.6	4.1	116
O=S(=O)(c1cccc(Cn2nnc(-c3ccc(F)cc3)n2)c1)N1CCOCC1	-4	-5	-2	-6	9	-1.7	-0.7	3	-1.0	1.3	0
CC(C)CC(OC(=O)c1nsc(Cl)c1Cl)C(=O)NC1CCCC1 (stereo not given)	5	-2	6	0	0	0.1	1.2	-22	0.9	0.8	-17
Cn1c(=O)c2c(nc(CN3CCOCC3)n2CCc2ccccc2)n(C)c1=O	3	0	6	-13	11	-2.1	2.3	66	-0.9	1.1	-11
COc1ccc(CNc2ccc(-c3ccccc3OC)nn2)cc1	-2	-4	1	-7	8	-1.4	3.4	nt	0.8	3.6	2
CC(NC(=O)CCCn1cc([N+](=O)[O-])cn1)c1ccccc1 (stereo not given)	-4	-5	-2	-19	11	-2.5	2.9	-4	-1.8	2.7	40
CCOc1cc(/C=C/c2nc3ccccc3s2)ccc1OCC(=O)N1CCOCC1	-2	-4	5	0	-14	2.7	1.0	-20	1.7	-0.4	-4
CCc1cc(=O)oc2c(C)c(OC(C)C(=O)NCCCN3CCOCC3)ccc12 (stereo not given)	-2	6	-6	-17	6	-1.2	-1.7	-1	-0.2	1.8	-4
COc1ccc(C2=NN(C(=O)c3ccco3)C(c3ccco3)C2)cc1OC (stereo not given)	-10	-7	1	15	-9	1.4	2.1	-9	1.4	2.3	7

High-throughput results as filed in PubChem.
